Dicer processing: inhibitors of human Dicer processing of pre-microRNA. cat-ELCCA pre-miR-21 Dicer processing, chemiluminescence; hits give high values. z-score at 25 µM. 47,000 tested, 6% active; in the data active = z-score above about 3, passing the limit was not always enough;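 also: plate controls were vehicle for no effect and no enzyme for full effect; higher signal means more uncleaved substrate so more Dicer inhibition; strong numbers were not always called active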
Target sequence (Q9UPY3 whole entry, looked up): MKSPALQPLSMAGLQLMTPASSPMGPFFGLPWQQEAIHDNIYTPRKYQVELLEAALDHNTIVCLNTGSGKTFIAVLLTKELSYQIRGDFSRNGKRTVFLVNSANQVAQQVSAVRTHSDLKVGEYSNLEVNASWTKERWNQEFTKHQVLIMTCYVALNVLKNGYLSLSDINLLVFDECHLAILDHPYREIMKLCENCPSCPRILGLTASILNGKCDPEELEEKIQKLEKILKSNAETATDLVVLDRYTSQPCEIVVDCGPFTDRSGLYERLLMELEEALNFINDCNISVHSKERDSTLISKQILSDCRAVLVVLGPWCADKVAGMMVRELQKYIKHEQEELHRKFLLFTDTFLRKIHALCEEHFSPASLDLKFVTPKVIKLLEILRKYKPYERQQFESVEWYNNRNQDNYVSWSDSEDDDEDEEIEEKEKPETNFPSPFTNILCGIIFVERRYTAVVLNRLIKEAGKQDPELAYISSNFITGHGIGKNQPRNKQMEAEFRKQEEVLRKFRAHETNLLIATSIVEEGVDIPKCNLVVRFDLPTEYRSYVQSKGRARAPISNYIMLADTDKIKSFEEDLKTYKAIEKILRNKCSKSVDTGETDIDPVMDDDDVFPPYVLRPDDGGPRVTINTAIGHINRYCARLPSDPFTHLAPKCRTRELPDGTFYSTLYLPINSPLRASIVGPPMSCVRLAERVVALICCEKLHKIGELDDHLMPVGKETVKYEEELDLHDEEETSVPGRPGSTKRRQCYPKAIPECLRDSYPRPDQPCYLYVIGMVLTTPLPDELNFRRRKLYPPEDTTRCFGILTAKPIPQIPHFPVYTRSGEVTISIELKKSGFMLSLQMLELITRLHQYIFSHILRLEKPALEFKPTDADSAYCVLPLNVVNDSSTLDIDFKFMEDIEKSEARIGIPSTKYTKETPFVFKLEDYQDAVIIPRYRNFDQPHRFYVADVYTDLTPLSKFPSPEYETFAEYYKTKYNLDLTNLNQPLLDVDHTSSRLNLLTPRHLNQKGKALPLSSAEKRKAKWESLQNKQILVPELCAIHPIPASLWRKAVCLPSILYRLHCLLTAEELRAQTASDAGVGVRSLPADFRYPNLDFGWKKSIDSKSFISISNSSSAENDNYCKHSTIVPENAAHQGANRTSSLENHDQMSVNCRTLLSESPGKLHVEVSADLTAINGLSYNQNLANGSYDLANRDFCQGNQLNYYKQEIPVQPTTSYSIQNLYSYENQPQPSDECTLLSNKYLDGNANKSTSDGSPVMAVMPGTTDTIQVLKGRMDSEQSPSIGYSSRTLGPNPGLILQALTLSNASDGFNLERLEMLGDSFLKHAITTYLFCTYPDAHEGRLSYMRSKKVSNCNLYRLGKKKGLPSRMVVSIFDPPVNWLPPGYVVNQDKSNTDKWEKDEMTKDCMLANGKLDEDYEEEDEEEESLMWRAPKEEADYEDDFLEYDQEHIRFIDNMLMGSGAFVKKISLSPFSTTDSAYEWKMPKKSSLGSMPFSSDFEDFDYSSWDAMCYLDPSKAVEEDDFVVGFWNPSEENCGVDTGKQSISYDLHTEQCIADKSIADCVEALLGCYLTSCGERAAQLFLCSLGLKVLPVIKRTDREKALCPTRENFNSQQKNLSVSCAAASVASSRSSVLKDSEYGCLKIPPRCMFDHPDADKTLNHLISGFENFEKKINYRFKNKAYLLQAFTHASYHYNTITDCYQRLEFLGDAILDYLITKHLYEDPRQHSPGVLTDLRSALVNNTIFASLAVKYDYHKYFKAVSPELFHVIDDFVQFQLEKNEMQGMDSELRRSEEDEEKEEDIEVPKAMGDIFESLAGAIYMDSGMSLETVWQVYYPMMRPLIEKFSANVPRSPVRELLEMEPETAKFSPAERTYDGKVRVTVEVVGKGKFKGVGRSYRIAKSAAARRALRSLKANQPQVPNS
* hit, by the source's call; & = joins results of further samples. Only part of the results is shown; the hit share may differ from the screen's.

| mol | Dicer processing |
| --- | --- |
| Cn1c(=O)c2c(ncn2CC(=O)N2CCCCC2)n(C)c1=O | 0.77 |
| CN1CCN2c3ncccc3Cc3ccccc3C2C1 (stereo not drawn) | 0.11 |
| O=C1CCC(N2C(=O)c3ccccc3C2=O)C(=O)N1 (stereo not drawn) | -0.31 |
| Cc1ccc(S(=O)(=O)NC(N)=NCCCC(NC(=O)OCc2ccccc2)C(=O)O)cc1 (stereo not drawn) | 0.03 |
| CCN(/C=C/c1nnnn1-c1ccc(Cl)cc1)c1ccccc1 | 3.25* |
| CC1(C)OC(=O)C(=C2CCCCCN2)C(=O)O1 | 1.26 |
| N/C(=N\OC(=O)Nc1ccc(Cl)cc1)c1cnn2c(C(F)(F)F)cc(C(F)(F)F)nc12 | 0.48 |
| COc1ccc(S(=O)(=O)N2CCSC2c2cc(OC)ccc2OC)cc1 (stereo not drawn) | 3.71* |
| CN(C)c1ccc(-n2[nH]nnc2=S)cc1 | -0.77 |
| COC(=O)c1cc([N+](=O)[O-])nn1Cc1ccccc1 | 1.45 |
| O=C(O)CCC(=O)NCC(=O)c1ccccc1 | 0.11 |
| O=C(Nn1cnnc1)c1ccc([N+](=O)[O-])cc1 | -0.17 |
| O=C(CC1NCCCNC1=O)Nc1cc(Cl)ccc1Cl (stereo not drawn) | -0.79 |
| S=C(N/N=C/c1ccccc1)Nc1ccccc1 | 13.3 |
| Cc1sc(NC(=O)CN(Cc2ccccc2)Cc2ccccc2)c(C#N)c1C | 1.4 |
| Cc1csc(NC(=O)Nc2ccc(Cl)cc2Cl)c1 | 0.62 |
| CC(C)N(C(=O)Cn1c(CCCO)nc2ccccc21)c1ccccc1 | -0.81 |
| COc1cccc(OCC(O)CN2CC(C)OC(C)C2)c1 (stereo not drawn) | 0.99 |
| O=C1C(=O)N(c2ccccc2)C(=S)/C1=C(\O)c1ccc(Cl)cc1 | -2.2 |
| O=C1c2cccnc2C(=O)N1c1ccc(F)cc1 | 1.67 |
| Cc1c(-c2nc(-c3cccc(C(F)(F)F)c3)no2)sc2nc(-c3ccc(Cl)cc3)nn12 | -0.34 |
| O=C1C2=C(c3ccccc3)c3cc(Cl)ccc3C2Sc2ccccc21 (stereo not drawn) | -0.03 |
| CC(C)(Oc1ccc(C#N)cc1)C(=O)O | -1.15 |
| Cc1csc(-c2nc(-c3cc(C(F)(F)F)cc(C(F)(F)F)c3)no2)c1Cl | -1.68 |
| Cn1c(=O)c2c(O)c(C=Nc3ccc(F)cc3)c(=O)n(C)c2n(C)c1=O | 0.54 |
| COc1ccc(-n2cnc3ccccc3c2=O)cc1 | 0.4 |
| O=C(O)CCC(=O)N1N=C(c2ccc(Cl)cc2)CC1c1cccs1 (stereo not drawn) | 2.35 |
| Oc1ccccc1/C=N/NC(=S)NCCc1ccccc1 | 11.7 |
| CS(=O)(=O)NCCc1ccncc1 | 0.42 |
| CCOC(=O)C1=C(C)Nc2nnnn2C1c1ccc(OC)c(Br)c1 (stereo not drawn) | 0.87 |
| CC(=O)c1sc(-c2ccccc2)cc1NS(=O)(=O)c1ccc(C)c(Cl)c1 | 0.19 |
| COc1ccc(C2Nc3c(C)cc(C)cc3-c3cc(C)nn32)cc1OC (stereo not drawn) | 1 |
| CC(C)(C)C1CCc2[nH]c3ccccc3c2C1 (stereo not drawn) | -2.24 |
| Cc1nc(-c2nc(-c3c(C(=O)N/N=C/c4cccs4)noc3C)cs2)cs1 | 0.34 |
| FC(F)(F)c1cnc(CN2CCSCC2)c(Cl)c1 | 0.31 |
| CCOC(=O)c1cnn(-c2nc(-c3cccc(C(F)(F)F)c3)cs2)c1C(F)(F)F | -0.73 |
| O=C1c2cccc3cccc(c23)C(=O)N1c1ccc(Cl)cc1 | 6.03* |
| CN(/N=C/c1ccccc1)c1ncc(C(F)(F)F)cc1Cl | 1.26 |
| O=C(NNC(=O)c1ncc(C(F)(F)F)cc1Cl)Nc1ccc(Cl)cc1 | 0.52 |
| S=C(NCCCN1CCOCC1)N1CC2CCC(CC2)C1 | -0.26 |
| C=CCc1cccc(C2Nc3ccccc3NC3=C2C(=O)CC(C)(C)C3)c1O (stereo not drawn) | 1.36 |
| Nc1ccc(/C=C/c2nc3ccccc3[nH]2)cc1 | 4.8* |
| CCOC(=O)c1c(NC(=O)Nc2cccc(Cl)c2)sc(C)c1-c1ccccc1 | -1.58 |
| CCOC(=O)c1ccc(N2CC3CCCCN3C2c2ccc(Cl)cc2)cc1 (stereo not drawn) | -0.04 |
| CSc1nc(SC)c(C#N)c(-c2ccco2)n1 | -1.41 |
| C=CCSc1nnnn1-c1ccc(O)cc1 | -0.22 |
| COc1cc(Oc2nnnn2-c2ccccc2)ccc1CO | 0.51 |
| Cc1cccc(C)c1-n1nnnc1SCc1ccc(Br)cc1 | -1.97 |
| CC(C)NC(=S)N/N=C/c1cccnc1 | -1 |
| O=c1[nH]c(=O)n(Cc2ccccc2)c2nc[nH]c12 | 2.61 |
| CCC(=O)Nc1c(C#N)c(C)c(C)n1Cc1cccs1 | 6.05 |
| CC(C)(C)c1ccc(S(=O)(=O)/C=C/C#N)cc1 | -0.9 |
| O=C1Nc2ccc(I)cc2/C1=C/c1cc(Br)c(O)c(Br)c1 | 4.48* |
| Cc1cccc(C)c1NC(=S)N1CCOCC1 | -1.07 |
| COC(=O)/C(C#N)=C/c1cccn1CCCn1ccnc1 | -0.17 |
| CSc1nc(C)nc(-c2ccccc2)c1C#N | -1.8 |
| Cc1ccc2nc(-c3cccc(S(=O)(=O)N4CC(C)OC(C)C4)c3)cn2c1 (stereo not drawn) | 0.09 |
| O=C(Nc1ccccc1)c1ccc(Cl)c(Cl)c1 | 0.25 |
| O=C(c1ccncc1)N(c1ccc2oc(=O)sc2c1)S(=O)(=O)c1ccc(Br)cc1 | 2.13 |
| COc1c(NC(=O)N2CC(C)OC(C)C2)csc1Cl (stereo not drawn) | -1.3 |

Continuation.
| mol | Dicer processing |
| --- | --- |
| COc1ccccc1C(=O)CC1(O)C(=O)N(CCc2ccccc2)c2ccc(Br)cc21 (stereo not drawn) | 4.28* |
| COc1cc(CNCc2ccc3c(c2)OCO3)cc(OC)c1 | -3.33 |
| Cc1ccc(S(=O)(=O)n2nc(C)c(Sc3nccn3C)c2C)cc1 | 0.26 |
| Cc1ccc(SC(=O)N2CCOCC2)cc1 | -0.58 |
| O=C(c1ccco1)c1cn(CC(=O)N2CCCC2)c2ccccc12 | 0.09 |
| CCOC(=O)O[C@]1(C(=O)OCCl)CC[C@H]2[C@@H]3CCC4=CC(=O)C=C[C@]4(C)[C@H]3[C@@H](O)C[C@@]21C | -0.36 |
| CCOc1ccc(NC2CC(=O)N(c3ccc(OCC)cc3)C2=O)cc1 (stereo not drawn) | 0.01 |
| CNC(=O)N1c2ccccc2NC(=O)CC1C (stereo not drawn) | -0.61 |
| Cc1cc(Nc2cccc(O)c2)c2cccc(C)c2n1 | 1.01 |
| COc1ccc(Oc2c(C(F)(F)F)oc3cc(OC(=O)c4cccs4)ccc3c2=O)cc1 | 0.09 |
| O=C1CSC(=S)N1c1ccccc1 | -1.21 |
| Cc1cc(S(=O)(=O)NC(Cc2ccc([N+](=O)[O-])cc2)C(=O)O)c(Cl)cc1Cl (stereo not drawn) | -6.58 |
| CCOC(=O)c1c(N)n(C2CCCCC2)c2nc3ccccc3nc12 | -3.23 |
| CCOCCOC(=O)C1=C(C)NC2=C(C(=O)CC(c3ccccc3)C2)C1c1ccc(CC)cc1 (stereo not drawn) | -0.06 |
| N/C(COc1c(Cl)cccc1Cl)=N\O | -0.83 |
| COc1ccccc1OCCSc1nc2ccc(Br)cc2[nH]1 | -1.26 |
| COc1cccc(CC2CC(c3ccccc3)=NO2)c1OCc1c(Cl)cccc1Cl (stereo not drawn) | -2.52 |
| O=C(c1ccncc1)N1CCN(C(=O)c2cccs2)CC1 | -1.42 |
| O=C(Nc1ccc(N2CCOCC2)cc1)C1(S(=O)(=O)c2ccccc2)CC1 | 0.69 |
| Cc1ccc(CNS(=O)(=O)c2cccs2)n1C | 2.56 |
| COc1ccc(Nc2c3c4c(c(Br)ccc4n(C)c2=O)C(=O)c2ccccc2-3)cc1 | 0.38 |
| O=C(C1CCCO1)N1CCN(c2ncccn2)CC1 (stereo not drawn) | 0.63 |
| O=S(=O)(Cc1cccc(-c2noc(-c3ccccc3Cl)n2)c1)c1ccc(Cl)cc1 | -2.02 |
| S=C(Nc1ccccn1)Nc1ccccn1 | 1.08 |
| N#CCC(=O)NNC(=S)NC1CC2C=CC1C2 (stereo not drawn) | -3.69 |
| Cn1nccc1NS(=O)(=O)c1ccc(C(C)(C)C)cc1 | -0.85 |
| CC(=O)c1sc(-c2ccccc2)cc1NC(=O)CN1CCN(S(=O)(=O)c2ccc(C)cc2)CC1 | 0.77 |
| Cc1cc(C)c2c(c1)CC(C)(C)/C(=N/NC(=O)CC#N)C2=O | 1.09 |
| CC1(C)Cc2c(sc3ncn4nc(-c5ccco5)nc4c23)C(C)(C)N1 | 0.09 |
| CCCn1c(=O)c2[nH]c(C3CCCC3)nc2n(CCC)c1=O | 0.02 |

A different layout for part of the listing above.
O=C(c1ccncc1)N1CCN(C(=O)c2cccs2)CC1
  Dicer processing: -1.42

O=C(Nc1ccc(N2CCOCC2)cc1)C1(S(=O)(=O)c2ccccc2)CC1
  Dicer processing: 0.69

COc1ccccc1OCCSc1nc2ccc(Br)cc2[nH]1
  Dicer processing: -1.26

Cc1ccc(CNS(=O)(=O)c2cccs2)n1C
  Dicer processing: 2.56

(cont.)
| mol | Dicer processing |
| --- | --- |
| CSc1nc2ccccc2n2cccc12 | -0.96 |
| C=CCNc1nc(-c2ccccc2)cs1 | -0.23 |
| O=[N+]([O-])c1ccc(C2Nc3cc(Cl)ccc3O2)s1 (stereo not drawn) | -1.07 |
| COc1ccc(C(=O)c2sc3nc(C)cc(C(F)(F)F)c3c2N)cc1OC | 1.47 |
| CCN(CC)C(=O)C1Sc2nnc(C)n2NC1c1ccc(C)cc1 (stereo not drawn) | 0.82 |
| COc1ccc(-c2oc3ncn4nc(-c5ccncc5)nc4c3c2-c2ccc(OC)cc2)cc1 | 0.64 |
| Cc1ccc2c(C)nc(NC3=NCN(CCc4ccccc4)CN3)nc2c1 | 1.83 |
| Cc1cc(N=CN(C)C)cc(Cl)c1OS(=O)(=O)c1cc(Cl)cc(Cl)c1 | 1.78 |
| C=CCOc1ccc(C2c3c(oc4ccc(F)cc4c3=O)C(=O)N2Cc2ccc3c(c2)OCO3)cc1 (stereo not drawn) | -4.15 |
| COc1ccc(S(=O)(=O)N=S2CCN(c3ncc(C(F)(F)F)cc3Cl)CC2)cc1 | -0.86 |
| c1coc(CNc2ncnc3nc[nH]c23)c1 | 2.17&-1.25 |
| CCOc1c(Nc2ccccc2O)c(=O)c1=O | 4.12* |
| CCn1cc(C(=O)N/N=C/c2ccccc2Cl)c(=O)c2cc(C(F)(F)F)ccc21 | -1.5 |
| C#CC(C)(CC)OC(=O)NC(=O)c1ccccc1Cl (stereo not drawn) | -0.68 |
| CC(C)OC(=O)C(C)(C)Oc1ccc(C(=O)c2ccc(Cl)cc2)cc1 | -0.51 |
| C=CCSC1=C(C#N)C(c2ccc(OCC)cc2)CC(=O)N1 (stereo not drawn) | 2.98 |
| O=c1[nH]c(/C=C\c2ccco2)c([N+](=O)[O-])c(=O)[nH]1 | -0.49 |
| COc1ccc(OC)c(CN2CCN(Cc3ccco3)CC2)c1 | 0.34 |
| COC(=O)c1cn(CCOc2ccc(F)cc2)c2ccccc12 | 2.25 |
| Cc1cc(C)c2[nH]c(C(=O)NCc3ccccc3)cc2c1 | -0.18 |
| COc1ccc(CC2CCc3ncc(C)cc3C2)cc1 (stereo not drawn) | 2.09 |
| COC(Cn1c(-c2ccc(Cl)cc2)n[nH]c1=S)OC | 0.59 |
| OC(COc1cccc2cccnc12)Cn1c2ccccc2c2ccccc21 (stereo not drawn) | -0.69 |
| Cc1csc2ncnc(Sc3ccc(Cl)cc3)c12 | -1.29 |
| c1ccc(C2Nc3ccccc3-c3nc4ccccc4n32)cc1 (stereo not drawn) | 1.04 |
| CN(C)CCCN1c2ccccc2CCc2ccc(Cl)cc21 | 24.9&0.04 |
| COc1ccc(C2CC(=O)C3=C(C2)Nc2nc4ccccc4n2C3c2ccccc2)cc1OC (stereo not drawn) | 0.02 |
| Cc1ccc(S(=O)(=O)Nc2ccccc2Sc2ncnc3c(C)csc23)cc1 | -2.39 |
| N#Cc1sccc1CSc1ccc(Cl)cc1 | -0.92 |
| CC(C)(C)c1cc2nc(C(F)(F)F)cc(N/N=C/c3ccc(C(F)(F)F)cc3)n2n1 | -0.3 |
| Cn1c(=O)c2c(c3ccccc31)OC(=O)CC2c1ccccc1Cl (stereo not drawn) | 2.28 |
| CSc1sc(-c2nc(-c3ccc(Cl)cc3)cs2)c(C)c1C(C)=O | 1.1 |
| CCOC(=O)c1c[nH]c2c(C)ccc(C)c2c1=O | 0.1 |
| CCOC(=O)c1cnc(NNC(=O)c2ccc(F)cc2)nc1C(F)(F)F | 1.14 |
| Cc1onc(-c2ccccc2)c1NC(=O)Nc1ccccc1N1CCOCC1 | -0.77 |
| Cc1ccc2nc3c(cc2c1)c(=O)n(-c1ccccc1)c1c3c(=O)n(C)c(=O)n1C | -1.77 |
| CCOC(=O)C(O)(c1ccc(N)c(C)c1)C(F)(F)F (stereo not drawn) | -0.46 |
| COc1ccc(C2SCC(=O)N2CCN2C(=O)CSC2c2ccc(OC)cc2)cc1 (stereo not drawn) | 1.04 |
| CCn1c2ccccc2c2cc(CN3CCC(N4CCN(CCO)CC4)CC3)ccc21 | 1.52 |
| COc1cc(Cl)c(C(F)(F)F)cc1NC(C)=O | 1.67 |
| O=c1nc2sc3ccccc3n2c(=O)n1-c1ccccc1 | 0.06 |
| O=C1OC(=O)C2C3CCC(O3)C12 (stereo not drawn) | 1.69 |
| Cc1cc(C)cc(CC(C(=O)O)C(C)C(=O)O)c1 (stereo not drawn) | 0.65 |

3 records drawn at random from those above:
| mol | Dicer processing |
| --- | --- |
| CCn1c2ccccc2c2cc(CN3CCC(N4CCN(CCO)CC4)CC3)ccc21 | 1.52 |
| Cc1cc(C)cc(CC(C(=O)O)C(C)C(=O)O)c1 (stereo not drawn) | 0.65 |
| O=c1nc2sc3ccccc3n2c(=O)n1-c1ccccc1 | 0.06 |

Screens from PubChem BioAssay.
